Bioassay records from PubChem.
SUMO1 PPI mod – modulators of SUMO1 protein-protein interactions, primary screen, biochemical, uHTS; Small ubiquitin-related modifier 1 (Homo sapiens), P63165; AID 602429, 2012; SUMO1 binding to a labelled peptide, TR-FRET, 1 h; inhibition, % at 20 µM; actives 0.33% (n = 360,000); in the data active = inhibition above about 37%
Target sequence (P63165 whole entry, looked up): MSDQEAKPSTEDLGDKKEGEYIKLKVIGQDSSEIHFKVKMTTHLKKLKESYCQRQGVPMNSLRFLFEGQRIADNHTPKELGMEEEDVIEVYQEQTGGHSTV
Tb MetRS inh – T. brucei MetRS inhibitors, primary screen, biochemical, luminescence. inhibition, % at 11.9 µM. AID 624268, 2012. purified T. brucei MetRS, ATP depletion, Kinase-Glo luminescence. actives 0.4% (n = 360,000). methionyl-tRNA synthetase (Trypanosoma brucei brucei);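 active = inhibition above a per-plate cutoff of the control wells' mean inhibition plus 3 SD, cut at about 5.5% in these data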;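 also: 0% = DMSO wells median and 100% = median of wells with control inhibitor compound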
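Assay system: T. brucei methionyl-tRNA synthetase, purified | Medium: HEPES buffer with MgCl2, KCl, DTT, spermine, BSA, pyrophosphatase | Compound: 11.9 µM single point | Incubation: 15 min enzyme-compound preincubation, 2 h reaction, 10 min detection, 25 °C | Measured by: Kinase-Glo luciferase luminescence reporting remaining unconsumed ATP | Measure: % inhibition normalized to control-well medians | Replication: Singlicate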
SKN-1 block – suppressors of acrylamide-induced Pgst-4::GFP reporter in worms, primary screen, SKN-1 inhibitor project, whole organism, uHTS, GFP/RFP fluorescence ratio, strain VP596; C. elegans VP596 Pgst-4::GFP/RFP ratio, 24 h; inhibition, % at 21.8 µM; actives 0.49% (n = 360,000); AID 624304, 2012;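 active = interference check ratio from 0.5 to 1.5 plus GFP to RFP signal ratio inhibition reaching or exceeding a fixed threshold, cut at about 30% in these data, passing the limit was not always enough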; also: some compounds called inactive have numbers as strong as hits
LMPTP block – LMPTP phosphatase inhibitors, primary screen, biochemical, fluorescence intensity, uHTS | Low molecular weight phosphotyrosine protein phosphatase (Homo sapiens), P24666 | recombinant LMPTP-A, OMFP fluorogenic substrate | inhibition, % at 20 µM | actives 0.22% (n = 360,000) | AID 651560, 2012;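 active = compounds that cut the enzyme signal by at least half of the control window in the single-dose screen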;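 also: plate controls were DMSO wells with enzyme plus substrate for no effect and substrate without enzyme for full effect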
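Assay system: LMPTP-A enzyme. Input: 0.625 nM LMPTP-A final. Probe or stimulus: 400 µM OMFP. Compound dosing: single 20 µM dose. Schedule: 50 min dark incubation at room temperature. Detection: fluorescence intensity of OMFP turnover product. Read-out: percent inhibition versus substrate-only and uninhibited controls. Benchmarks: no-enzyme low control, uninhibited high control.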
Scp-1 inhibitor – Scp-1 phosphatase inhibitors, primary screen, biochemical, colorimetric, uHTS; Recombinant Scp1, phosphopeptide, malachite green phosphate absorbance; inhibition, % at 20 µM; actives 0.88% (n = 340,000);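 active = inhibition above about 50% at 20 µM, limit read from the data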;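 also: plate controls were DMSO wells with enzyme for no effect and wells lacking enzyme for full effect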
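assay system = SCP-1 phosphatase catalytic domain, residues 76-261 | buffer or medium = 50 mM Tris acetate pH 5.5, 0.005% Tween-20, 10 mM MgCl2 | incubation = enzyme reaction 45 min at room temperature, colour 5 min, stabilisation 30 min | signal = Phosphate-binding colour reagent, absorbance read at 630 nm | measure = % inhibition at 20 µM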
STEP block – STEP phosphatase inhibitors, primary screen, biochemical, fluorescence intensity, uHTS; recombinant STEP, OMFP fluorogenic substrate; inhibition, % at 20 µM; actives 0.25% (n = 360,000);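 active = inhibition at 20 µM, scaled per plate between control wells, above about 37%, limit read from the data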;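 also: 0% = DMSO with enzyme and substrate and 100% = substrate only without enzyme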
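System: STEP (striatal-enriched tyrosine phosphatase) enzyme, cell-free; medium: Bis-Tris pH 6.0 buffer with DTT, detergent; dosing: 20 µM, 1% DMSO; times: reaction 20 min, ambient temperature; detection: fluorescence, 480/540 nm; read-out basis: normalized % inhibition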
NadD block – inhibitors of S. aureus NadD, primary screen, biochemical, colorimetric, uHTS; Nicotinate-nucleotide adenylyltransferase NadD (Staphylococcus aureus N315); purified NadD enzyme, colorimetric absorbance read-out; inhibition, % at 20 µM; actives 0.78% (n = 360,000); AID 602399, 2012; in the data active = inhibition above about 26%; also: some compounds past the cut are filed as inactive
CendR NRP1 mod – modulators of CendR peptide binding to NRP-1, primary screen, biochemical, fluorescence polarization, uHTS; inhibition, % at 25 µM; AID 602438, 2012; actives 0.85% (n = 360,000); FAM-RPARPAR peptide binding to NRP-1; Neuropilin-1 (Homo sapiens), O14786;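 active = inhibition or corrected inhibition above about 18%, plus a signal ratio from 0.5 to 1.5, limit read from the data, passing the limit was not always enough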; also: strong numbers were not always called active
Target sequence (O14786 whole entry, looked up): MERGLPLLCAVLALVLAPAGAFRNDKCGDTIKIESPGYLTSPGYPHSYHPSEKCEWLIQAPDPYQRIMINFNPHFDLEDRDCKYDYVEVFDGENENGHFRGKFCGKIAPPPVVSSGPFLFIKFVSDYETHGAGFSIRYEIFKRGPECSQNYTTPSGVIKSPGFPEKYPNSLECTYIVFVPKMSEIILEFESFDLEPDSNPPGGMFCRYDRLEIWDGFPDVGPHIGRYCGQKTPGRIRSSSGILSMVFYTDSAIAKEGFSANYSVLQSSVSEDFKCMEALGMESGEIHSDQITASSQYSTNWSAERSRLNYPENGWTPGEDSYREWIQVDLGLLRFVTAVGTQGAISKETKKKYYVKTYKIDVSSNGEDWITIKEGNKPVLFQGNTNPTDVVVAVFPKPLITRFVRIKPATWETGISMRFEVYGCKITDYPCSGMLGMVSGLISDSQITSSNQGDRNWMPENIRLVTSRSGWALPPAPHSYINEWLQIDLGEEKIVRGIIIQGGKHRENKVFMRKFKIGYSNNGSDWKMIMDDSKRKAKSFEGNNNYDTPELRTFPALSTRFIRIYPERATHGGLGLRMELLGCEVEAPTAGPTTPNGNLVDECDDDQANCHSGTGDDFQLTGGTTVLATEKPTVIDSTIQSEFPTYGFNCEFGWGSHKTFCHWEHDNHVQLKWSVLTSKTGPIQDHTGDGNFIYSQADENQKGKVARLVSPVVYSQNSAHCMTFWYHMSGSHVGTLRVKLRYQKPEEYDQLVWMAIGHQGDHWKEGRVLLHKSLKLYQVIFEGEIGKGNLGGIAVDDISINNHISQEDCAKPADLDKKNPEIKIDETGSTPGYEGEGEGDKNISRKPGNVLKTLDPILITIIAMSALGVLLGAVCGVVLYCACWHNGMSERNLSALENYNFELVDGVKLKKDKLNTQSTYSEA
DNMT1 block – human DNMT1 methyltransferase inhibitors, primary screen, biochemical, molecular beacon, fluorescence, HinP1I cleavage, uHTS; DNA (cytosine-5)-methyltransferase 1 (Homo sapiens), P26358; inhibition (reported as % activation of signal), % at 10 µM; actives 0.83% (n = 360,000); in the data active = inhibition above about 50%
Neddyl block – inhibitors of cullin neddylation, primary screen, biochemical, TR-FRET, uHTS, NAE and Ubc12; NEDD8-conjugating enzyme Ubc12 (Homo sapiens) + NEDD8-activating enzyme E1 regulatory …; actives 0.58% (n = 360,000); calls only at 25 µM; in the data active = inhibition above about 36%
* = called active by the depositor; i = inactive; . = not tested or not shown. The order is random. Share with any hit: about 4.6%.

SMILES	SUMO1 PPI mod	Tb MetRS inh	SKN-1 block	LMPTP block	Scp-1 inhibitor	STEP block	NadD block	CendR NRP1 mod	DNMT1 block	Neddyl block
CSc1nnc(C2CCN(CC(=O)Nc3ccccc3N3CCOCC3)CC2)n1C	3	0.0	-2	-1.3	-10	1	-7	3	0	i
C(=Nc1ccc(Nc2ccccc2)cc1)c1ccc2ccccc2c1	-15	-0.6	5	8.0	-3	1	0	-23	-20	i
CCOC(=O)CCc1nc2ccccc2[nH]c1=O	-3	0.2	9	-2.2	-8	3	-2	7	2	i
COc1ccc(S(=O)(=O)NCC(=O)N(CC(=O)NCc2ccco2)Cc2ccc(F)cc2)cc1	-4	0.2	6	0.1	-1	0	8	-1	-1	i
N#Cc1ccccc1S(=O)(=O)Nc1ccc2c(c1)OCCO2	1	-0.7	-1	-1.4	-4	-1	-5	1	-5	i
CCOC(=O)Cc1csc(NC(=O)COc2ccc(N(C)S(=O)(=O)c3cccs3)cc2)n1	1	0.8	3	1.9	-2	-4	4	16	-5	i
O=C(Nc1cccc(S(=O)(=O)NC2=NCCCCC2)c1)c1ccc(Cl)cc1	8	0.4	17	-0.4	-5	2	-4	1	2	i
Cc1ccc(C)c(N2CCN(C(=O)c3ccc(CS(=O)Cc4ccc(Cl)cc4)o3)CC2)c1 (stereo unspecified)	6	-1.1	-1	1.6	4	-3	-3	5	2	i
O=c1n(-c2cccc(Cl)c2)c(=O)n2n1CCC2	-3	0.1	1	-1.4	5	0	-4	-6	3	i
COc1ccc(CNC(=O)CS(=O)Cc2nc(-c3ccc(C)cc3)oc2C)cc1 (stereo unspecified)	-3	-0.6	6	-0.1	-9	-2	2	-4	1	i
CC(On1nnc2ccccc21)C(=O)N1CCN(Cc2ccccc2)CC1 (stereo unspecified)	0	-0.4	-6	-0.9	-9	-3	-7	3	3	i
CN(CC(=O)Nc1ccccc1C(=O)N1CCCC1)S(=O)(=O)c1ccc(Br)cc1	0	0.6	6	-0.3	0	2	-12	0	0	i
O=C(NNC(=S)NC(=O)c1ccccc1)c1ccc(O)cc1	2	-0.9	0	0.1	-8	5	1	-4	0	i
O=C(CSc1nnc(-c2ccncc2)o1)N1CCCC1	-1	0.4	0	-0.2	-9	0	-2	4	3	i
O=C1C2CCCCN2C(=O)N1CCN1CCN(c2ccc(F)cc2)CC1 (stereo unspecified)	7	-1.0	18	-1.3	3	1	-6	4	0	i
CCN(C(=S)Nc1cccnc1)c1cccc2ccccc12	-4	-0.8	5	5.9	-8	0	-2	6	-13	i
COC(=O)Cc1c(C)c2ccc(OCC(=O)N3CCCC(C)C3)c(C)c2oc1=O (stereo unspecified)	2	-0.1	-12	-0.7	-2	0	-1	6	3	.
CCOc1cc(N2CCOCC2)c(OCC)cc1NC(=O)c1cc(C)nc2ccccc12	15	-0.5	7	1.0	10	0	8	1	2	i
CC(C)(C)CC(=O)NC(=S)Nc1ccccc1[N+](=O)[O-]	-7	0.1	10	-1.3	-11	2	-24	-6	-4	i
CC(C)(C)C(=O)NC(=S)Nc1cccc(C(=O)O)c1	0	0.3	7	-0.4	-2	0	-1	3	5	i
CC1CCc2c(nc3ncnn3c2Nc2ccc(OC(F)(F)F)cc2)C1 (stereo unspecified)	2	-0.8	12	-0.8	-14	-2	7	0	-1	i
COc1ccc(Nc2ccc([N+](=O)[O-])cn2)cn1	-31	-0.4	2	2.1	-8	1	-1	15	-5	i
CCCC1N2CC3([N+](=O)[O-])CN1CC([N+](=O)[O-])(C2)C3(C)C (stereo unspecified)	-1	-1.5	5	-0.9	11	4	0	-2	5	i
COc1ccccc1C#Cc1cnc2c(c1)C(=O)N([C@H](C)CO)C[C@H](C)[C@@H](CN(C)S(=O)(=O)c1cn(C)cn1)O2	-2	-1.0	-2	-1.5	.	-1	-2	-4	100*	i
COc1cccc2cc(C(=O)NC(C)C3CCCO3)c(=O)oc12 (stereo unspecified)	-18	-1.1	-16	-2.0	-5	2	-2	-13	2	i
CCCC(=O)c1cc2c(cc1NC(=O)c1ccccc1F)OCCO2	2	-0.9	4	-0.6	-12	2	-8	-4	-3	i
CCOC(=O)C1=CCC(c2cccc3ccccc23)N(S(=O)(=O)c2ccc(C)cc2)C1 (stereo unspecified)	0	-0.6	3	2.9	.	5	-10	10	-10	i
CNc1oc(-c2cccc3ccccc23)nc1C#N	-4	0.4	2	0.1	-3	2	3	3	-4	.
N#CCCN(C(=O)COC(=O)c1nc(Cl)ccc1Cl)c1ccccc1	4	-0.3	6	-1.1	1	-1	-5	3	4	i
CCN1CCN(c2ccc(S(=O)(=O)N3CCOCC3)cc2NC(=O)C(C)Oc2ccc(Cl)cc2)CC1 (stereo unspecified)	12	-0.4	17	-0.6	3	1	5	14	-4	i
O=C(NCC1CCCO1)c1c(O)c2c([nH]c1=O)CCCC2 (stereo unspecified)	-1	-0.4	15	1.0	-7	1	6	0	1	i
CCNc1c([N+](=O)[O-])ncn1C	-8	-1.2	25	-3.1	-5	1	-6	32*	2	i
O=C(O)c1ccc(-c2nc3ccccc3[nH]2)cc1	5	3.2	14	0.8	-5	-1	-1	-1	-1	.
O=C(COC(=O)/C=C/c1ccccc1[N+](=O)[O-])NC(=O)NC1CCCC1	-22	-0.1	9	-0.1	-4	-2	-8	-1	-1	i
CC(=O)NN1C(=O)/C(=C/c2ccc(C(C)C)cc2)SC1=S	-19	-0.2	16	2.1	-15	-1	-7	-5	3	i
COC(=O)[C@]12CCCCC=C1N(CCC1=CCCCC1)C(=O)[C@H](CC(=O)NCC13CC4CC(CC(C4)C1)C3)C2	6	0.0	5	4.2	.	.	-1	-3	.	i
COc1cc([N+](=O)[O-])ccc1NC(=O)CN(C)C	-13	0.4	11	-0.9	7	-1	6	15	-2	i
N#Cc1cccn1-c1nccs1	5	-0.5	-9	-0.5	-3	-4	-8	0	1	i
Oc1ccccc1C1=Nc2ncnn2C(c2ccccc2)C1 (stereo unspecified)	-6	-0.4	-5	-1.2	-13	3	-6	-4	1	i
CN1/C(=C/c2cc[n+](C)c3ccccc23)C=Cc2ccccc21	-3	-0.7	28	11	6	3	-12	13	5	i
Cc1cc(C)c(C(=O)N2CCCC(C(=O)c3cc(F)ccc3F)C2)o1 (stereo unspecified)	-2	-0.1	9	0.0	-3	-1	-3	4	1	i
O=C(O)c1ccc(N2C(=O)CC(N3CCN(c4cccc(Cl)c4)CC3)C2=O)cc1 (stereo unspecified)	4	0.2	-9	-2.2	-5	-2	-3	-2	0	i
S=c1[nH]nc(C2CCCCC2)n1/N=C/c1ccc(Cl)cc1	-2	-0.9	-1	0.8	7	4	1	12	4	i
C=CCn1c(SCC(=O)Nc2nncs2)nnc1-c1ccco1	7	0.3	9	-0.8	-9	3	2	8	2	i
Cc1cc(C)cc(NC(=O)N2CCC(C(=O)c3ccc(F)cc3)CC2)c1	-2	0.1	1	0.7	-5	0	-5	-3	-5	i

Taken from above.
Under LMPTP block, `CC(=O)NN1C(=O)/C(=C/c2ccc(C(C)C)cc2)SC1=S` is listed with 2.1
Under LMPTP block, `COC(=O)[C@]12CCCCC=C1N(CCC1=CCCCC1)C(=O)[C@H](CC(=O)NCC13CC4CC(CC(C4)C1)C3)C2` is listed with 4.2
Under Tb MetRS inh, `O=C(COC(=O)/C=C/c1ccccc1[N+](=O)[O-])NC(=O)NC1CCCC1` is listed with -0.1

Shown as a hit in CendR NRP1 mod (from the list above):
SMILES | SUMO1 PPI mod | SKN-1 block | LMPTP block | Scp-1 inhibitor | NadD block | CendR NRP1 mod | DNMT1 block | Neddyl block
CCNc1c([N+](=O)[O-])ncn1C | -8 | 25 | -3.1 | -5 | -6 | 32* | 2 | i

Continued:
SMILES	SUMO1 PPI mod	Tb MetRS inh	SKN-1 block	LMPTP block	Scp-1 inhibitor	STEP block	NadD block	CendR NRP1 mod	DNMT1 block	Neddyl block
CC1CC(C)(C)CC2(C1)NC(=O)N(CC(=O)Nc1ccc(N3CCCCC3)cc1)C2=O (stereo unspecified)	0	0.0	-8	-0.1	-5	-1	2	13	-4	i
CCOc1c(Br)cc(/C=N\NC(=O)c2ccccc2)cc1OC	-5	-0.5	0	0.4	-5	-1	2	-15	-1	i
O=c1oc(Nc2ccc(F)cc2)nc2ccccc12	-1	-1.1	-12	-2.0	-8	-1	-4	-4	1	i
Cc1ccc(/C=N/NC(=O)C2CC(=O)N(c3ccccc3)C2)s1 (stereo unspecified)	-10	-0.7	-1	-0.1	1	1	0	-6	-4	i
Clc1ccc2nc(-c3ccccc3)c(CC3CCCCC3)n2c1	6	-0.9	17	-0.6	.	-1	-5	9	0	i
CCOC(=O)N1CCN(C(=O)CSc2ccccc2)CC1	-4	0.4	12	-1.5	-13	0	-5	-15	7	i
Cc1ccc(S(=O)(=O)N2CCOCC2)cc1C(=O)OCC(=O)N(Cc1ccccc1)C(C)C	1	-0.2	-4	-0.1	-8	-1	-1	-7	0	i
CCCOc1ccc(C(C)=O)cc1CSCCC#N	1	0.0	-7	-0.4	-11	4	3	-3	2	i
O=C1NC(=O)C2(CCCCC2C2CCCCC2)N1 (stereo unspecified)	-6	0.2	16	-0.1	5	-4	-1	3	-2	i
O=S(=O)(NCCOc1ccc(F)cc1)c1ccc2c(c1)OCCO2	-1	-0.7	-14	0.1	-5	-2	-1	2	-3	i
Cc1ccccc1CN1C(=O)Nc2ccccc2C(=O)N1C(C)(C)C	-1	-0.6	-24	-0.8	-1	-3	0	3	27	i
O=C(CCC(=O)OCc1ccc(C(=O)Oc2ccccc2)cc1)Nc1cccc2ccccc12	0	-0.5	13	2.6	-12	5	-7	-6	-9	i
